Cneo AK release: Cryptococcus neoformans cell lysis inducers, primary screen, AK release luminescence, single concentration; C. neoformans lysis, adenylate kinase release luminescence, 4 h; normalised: neutral wells 0, clomiphene wells 100; lysis activity, % at 15 µM; 360,000 compounds, 0.2% hits;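 active = mean lysis activity across replicates of at least 80%, whatever share of replicates individually reach that level; inactive = mean lysis activity below 80%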
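Test system: log-phase Cryptococcus neoformans yeast cells; Quantity: yeast cell density of 5 × 10^6 cells/mL; Buffer or medium: YPD; Doses: single compound concentration per well; Timing: 4 h at 37 °C static, read 1 h later; Measured by: AK luminescence; Read-out basis: lysis from increased AK signal; Control set: Clomiphene as positive control.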
PGC1a acetyl inh: inhibitors of PGC1a acetylation signal, primary screen, cell-based, U2OS, AlphaScreen, inhibitor mode; AlphaScreen anti-acetyl-lysine; with virally co-expressed GCN5 acetyltransferase; inhibition, % at 15.6 µM; AID 651687, 2012; 350,000 compounds, 0.17% hits;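 active = every replicate shows inhibition of at least 40%; inconclusive = mean inhibition at least 40% but some replicate below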;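 also: 0% = neutral control wells and 100% = positive control wells; some results beyond the cut were filed as inactive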
Statin myotox sup: suppressors of statin myotoxicity in C2C12 myotubes, primary screen, cell-based, single point, plate reader. C2C12 myotubes + simvastatin, ATP luminescence, 48 h; scaled: DMSO 0, geranylgeraniol control 100. rescue of ATP level, % at 7.49 µM. 330,000 compounds, 0.78% hits. AID 602340, 2012;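 active = mean ATP rescue above about 67%, or every replicate alone reaching that limit, limit read from the data, passing the limit was not always enough; inconclusive = no clear call, values can overlap the other calls; inactive = mean under the limit and some replicate under it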;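 also: myotubes were challenged with 10 µM simvastatin during compound exposure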
Starred values were filed as active, the others as inactive; ? = inconclusive.

SMILES | PGC1a acetyl inh | Cneo AK release | Statin myotox sup
Cn1c(=O)c2c(ncn2Cc2cc(-c3ccccc3)no2)n(C)c1=O | -2 | -5 | 11
Cc1cccc(N2CC(C(=O)O)CC2=O)c1 (centres undefined) | 6 | 2 | 18
CSc1nc2nc3c(c(=O)n2[nH]1)CCC3 | 7 | -2 | -1
COc1ccc(-n2c3c(cc(C(=O)N4CCCCC4)c2=O)C(=O)CC(C)(C)C3)cc1 | 0 | 0 | 63
COc1ccc2cc(C(c3nnnn3C(C)(C)C)N3CCSCC3)c(=O)[nH]c2c1 (centres undefined) | 4 | 0 | 0
COCCNC(=O)Cn1c(=O)n(C)c2ccccc21 | 9 | 4 | 2
CCOC(=O)C1=C(C)Nc2nc(SC)nn2C1c1ccc(C(=O)OC)cc1 (centres undefined) | 11 | -3 | 8
COc1ccccc1N1CCSC1C(N)=O (centres undefined) | 1 | -3 | -6
Nc1cccc(S(=O)(=O)NC2=NCCC2)c1 | -12 | 0 | -13
COc1ccc(C2(C(F)(F)F)NC(=O)N(C)C(=O)N2C)cc1 (centres undefined) | -4 | 6 | -4
Clc1ccc(-c2nnc3n2CCCCC3)cc1 | 2 | 0 | -6
CC(C)=C1SC(N2CCOCC2)=NC1=O | 2 | 0 | 8
CCOc1ccc(OCC)c(NC(=O)CN2CCN(CC)CC2)c1 | 7 | -2 | 11
COCc1cc(=O)n2[nH]c(-c3ccccc3)cc2n1 | 6 | 3 | -8
O=S(=O)(c1cccc(C(F)(F)F)c1)N1CCN(c2nnnn2-c2ccccc2)CC1 | 4 | 1 | -12
O=C(CCc1ccccc1)Nc1nncs1 | 5 | -9 | -4
O=C1CC(c2ccc3c(c2)OCO3)CN1 (centres undefined) | -2 | 5 | -10
Cn1cccc1C(=O)NC(=O)CSc1nc2ccccc2s1 | 3 | -5 | 1
CCOC(=O)c1cnn(-c2cc(Oc3cccc(C)c3)ncn2)c1N | -21 | -1 | 2
CCCCc1nnc(NC(=O)CCSc2ccccc2)s1 | -3 | 1 | 22
CC1CCN(C(=O)CN(CCc2ccccc2)S(C)(=O)=O)CC1 | 5 | 12 | 9
COc1ccccc1NC(=O)c1nnn(CC(=O)Nc2cccc(SC)c2)c1N | -10 | 0 | -3
O=C(NCc1ccc(Cl)cc1)c1ccccc1Oc1ccccc1 | -9 | -1 | 13
CCOC(=O)C1C2C=CC3(CN(CCc4ccccc4)C(=O)C13)O2 (centres undefined) | -5 | 0 | 1
CC1CCN(Cc2nc(-c3ccccc3)no2)CC1 | -5 | 0 | 8
Cc1cc(C(=O)NCCCN2CCCC2=O)cs1 | 8 | 0 | -2
CCOC(=O)Nc1nnc(-c2ccc(OC)cc2)s1 | -10 | -3 | -10
CCCC(=O)Nc1ccc(C(=O)n2nnc3ccccc32)cc1 | 0 | -1 | 3
CCC(C)NC(=O)/C(=C/c1ccco1)c1ccccc1 (centres undefined) | 5 | 0 | 9
Cc1c(NC(=O)/C(=C\c2ccccc2)NC(=O)c2ccccc2)c(=O)n(-c2ccccc2)n1C | -2 | -2 | -2
CN(C)c1nc(N)nc(CSc2nnnn2-c2ccccc2)n1 | -1 | 8 | 1
CC(C)(C)N(NC(=O)Nc1ccccc1)C(=O)c1ccccc1Cl | -2 | 1 | 31
Cc1ccc(-c2cc(C(F)(F)F)n3ncc(C(=O)N4CCN(C)CC4)c3n2)cc1 | 13 | -2 | 18
CCC1(C)Cc2ccccc2-c2nc(NCCCO)n(-c3ccccc3)c(=O)c21 (centres undefined) | 0 | 0 | 15
Cc1cc(Nc2ccccc2)n(CCOC(=O)COc2ccccc2)n1 | 8 | 1 | -4
O=C(Oc1cc2oc(=O)cc(-c3ccccc3)c2cc1Cl)C1CCCCC1 | 14 | -1 | 4
O=C(CSCc1ccc(Br)cc1)Nc1ccc(S(=O)(=O)N2CCCCCC2)cc1 | -3 | 3 | -81
COc1ccccc1CNC(=O)CNC(=O)Cn1cnc2ccccc2c1=O | 0 | 2 | 1
COc1ccc(NC(=O)C2CCCN2c2ccc(OC)c(OC)c2)cc1OC (centres undefined) | -14 | 2 | 80*
CCOc1cc(C(=O)Nc2ccccc2N2CCN(S(C)(=O)=O)CC2)cc(OCC)c1OCC | -14 | -30 | -3
Cc1cc(OCC(=O)NC2CCN(Cc3ccccc3)CC2)c2c(C)c(C)c(=O)oc2c1 | 4 | 1 | -4
CCOc1ccccc1C(=O)OCC(=O)Nc1ccc(N2CCCCC2)cc1 | 0 | 0 | 11
COc1cccc(NC(=O)CN2CCN(c3ccc(F)cc3)CC2)c1 | 4 | 0 | -7
CCCCn1c(NC(=O)c2ccccc2)c(C#N)c2nc3ccccc3nc21 | -3 | 2 | -18
CC(C)C[C@H]1CN=C(Nc2ccccc2)N1CCc1cccc(F)c1 | -18 | 10 | -174
COc1ccc(CCNC2=C(Cl)C(=O)N(CCc3ccc(OC)c(OC)c3)C2=O)cc1OC | -36 | 0 | 6
COc1ccc(Cc2nnc3n2N=C(c2cc4ccccc4o2)CS3)cc1OC | 7 | 4 | -12
O=C(NC1CCCC1)c1ccc2nc[nH]c2c1 | -13 | 0 | 11
CCOC(=O)C(C)Sc1ncc(-c2ccc(Cl)cc2)cn1 (centres undefined) | 1 | 2 | 1
FC(F)(F)c1cc(-c2ccco2)nc(NCc2cccs2)n1 | -2 | 41 | -2
COc1ccc(N(C)S(=O)(=O)c2cccc(C(=O)NCC3CCCO3)c2)cc1 (centres undefined) | -4 | -2 | 1
O=c1c(-c2nnc(SCc3ccc(Cl)c(Cl)c3)o2)cccn1Cc1ccccc1 | -2 | -1 | 60
CCOC(=O)C1CCN(C(c2ccccn2)c2c(C)[nH]c3ccccc23)CC1 (centres undefined) | 3 | -3 | -19
COc1ccc(-c2nc3ccccn3c2NCc2ccc3c(c2)OCO3)cc1 | -4 | -2 | -1
COc1cccc(OCCCOc2ccc([N+](=O)[O-])cc2Cl)c1 | 1 | -1 | 14
CCCNC(=O)CCC(=O)Nc1ncc(-c2ccc(C)cc2)n1C | 12 | 3 | -5
CCCCNC(=O)CC1N=C2c3ccccc3N=C(SCC(=O)Nc3cccc(OC)c3)N2C1=O (centres undefined) | -1 | 2 | -1
O=c1c2ccccc2nc(N/N=C/c2c(O)ccc3ccccc23)n1O | -4 | -5 | -16
C(/C=C/c1ccccc1)=N/N1CCN(c2ccccc2)CC1 | 4 | 1 | -49
CCn1c(SCC(=O)Nc2ccc(OC)c(OC)c2)nnc1-c1cccs1 | ? | -1 | -7

Next section
SMILES | PGC1a acetyl inh | Cneo AK release | Statin myotox sup
O=C(NCc1ccccn1)Nc1ccc2c(c1)OCO2 | 2 | -1 | -14
CCN(CC)CCNC(=O)c1ccc2c(=O)n(C3CCCC3)c(=S)[nH]c2c1 | -10 | 1 | -7
C/C(=C\C(=O)C(F)(F)F)Nc1ccc(C(F)(F)F)cc1 | 10 | -6 | 32
Cc1cc(OC(C)C)nc(NCc2ccccc2)n1 | -16 | -2 | -25
CCn1c(C)cc(C(=O)COC(=O)c2ccccc2[N+](=O)[O-])c1C | -4 | -16 | 3
Cc1[nH]c(=O)[nH]c(=O)c1S(=O)(=O)N(C)Cc1ccccc1 | 1 | -4 | 21
Nc1cc(=O)[nH]n1C1CCN(c2ccccc2)CC1 | 0 | -4 | -1
Fc1ccc(Oc2nc(-c3ccccc3)nnc2C(F)(F)F)cc1 | 5 | -4 | -16
Cn1c(-c2cccc(OCc3ccccc3)c2)nc2c1c(=O)[nH]c(=O)n2Cc1ccccc1 | 1 | -3 | 2
CN1CCN(C(=O)c2ccccc2-c2nc(-c3ccccc3)no2)CC1 | -14 | -1 | -1
CCC(C)(C)NC(=O)C(c1ccccc1F)N(Cc1ccco1)C(=O)Cn1nnc2ccccc21 (centres undefined) | -20 | 2 | -20
Cc1ccc(C(C2=C(O)CC(C)(C)CC2=O)C2C(=O)CC(C)(C)CC2=O)o1 (centres undefined) | -1 | -2 | -10

Next section; the last 3 above are carried over.
SMILES | PGC1a acetyl inh | Cneo AK release | Statin myotox sup
CN1CCN(C(=O)c2ccccc2-c2nc(-c3ccccc3)no2)CC1 | -14 | -1 | -1
CCC(C)(C)NC(=O)C(c1ccccc1F)N(Cc1ccco1)C(=O)Cn1nnc2ccccc21 (centres undefined) | -20 | 2 | -20
Cc1ccc(C(C2=C(O)CC(C)(C)CC2=O)C2C(=O)CC(C)(C)CC2=O)o1 (centres undefined) | -1 | -2 | -10
COc1ccc(CCC(=O)Nc2nc3c(s2)CN(C)CC3)cc1OC | 5 | 0 | -2
CC(=O)Nc1ccc2nc(-c3cccnc3)[nH]c2c1 | 10 | 0 | -3
CNC(=O)c1nc(C)n(-c2cc(Cl)cc(Cl)c2)n1 | -6 | 0 | -9
COC(=O)N1C(=O)[C@@](c2ccccc2)(C(C)C)N1C(=O)OC | 0 | 1 | 8
Cc1ccc(C)c(NC(=O)CSc2nnc(CSc3nc(C)cc(C)n3)n2Cc2ccco2)c1 | 1 | 0 | 10
Cc1oc2nc(SCC(=O)Nc3ccc(S(N)(=O)=O)cc3)nc(NC(=O)c3ccccc3)c2c1C | 14 | 7 | -4
CCC1=Nc2cc(C(=O)NCCCOC(C)C)ccc2Sc2ccccc21 | 48 | -2 | -19
Cc1ccc(S(=O)(=O)N2C(=O)C(c3ccccc3)SC2=Nc2ccccc2)cc1 (centres undefined) | 8 | 5 | -4
COc1ccc(C(=O)/C=C/NCc2ccc(C)cc2)cc1 | 14 | 0 | 19
CCCCc1noc2c1/C(=N\O)CC(c1ccccc1)C2 (centres undefined) | -13 | 0 | 3
COc1ccc(C2CC(C(F)(F)F)n3nc(C(=O)Nc4ccc5c(c4)OCO5)cc3N2)cc1 (centres undefined) | -15 | 5 | -4
Cc1ccc(S(=O)(=O)Oc2ccc(/C=N/NC(=O)c3c(Cl)cnn3C)cc2)cc1 | 9 | 0 | 1

Some of the entries above in another layout:
Sequence of screens: PGC1a acetyl inh	Cneo AK release	Statin myotox sup
> COc1ccc(CCC(=O)Nc2nc3c(s2)CN(C)CC3)cc1OC
 : 5	0	-2
> CCCCc1noc2c1/C(=N\O)CC(c1ccccc1)C2 (centres undefined)
 : -13	0	3

Continuation:
SMILES | PGC1a acetyl inh | Cneo AK release | Statin myotox sup
CCC(C)(NC(=O)CNC(C)=O)C(=O)NC1CCCCC1 (centres undefined) | 1 | 1 | 112*
O=c1nc2n(c3cc(Cl)c(S(=O)(=O)N4CCOCC4)cc13)CCCCC2 | -2 | 2 | -9
CCOC(=O)c1c(C)[nH]c(C(=O)OCC(=O)N2CCN(S(=O)(=O)c3ccccc3)CC2)c1C | 7 | -1 | -4
Clc1ccccc1-c1nc(-c2cccnc2)no1 | 12 | -5 | 8
O=C(Nc1ccccc1)c1cccc(S(=O)(=O)N2CCCCC2)c1 | 3 | 2 | -5
CC(=O)/C(C[N+]1(C)CCCCC1)=N\O | 4 | 0 | -15
C/C(CCc1ccco1)=N/NC(=O)CCC(=O)Nc1cccc(Cl)c1 | -11 | -2 | -4
CCOC(=O)C1CCCCN1Cc1cc(OC)ccc1OC (centres undefined) | 2 | 3 | -13
Oc1ccc(Oc2ccc3c(C(F)(F)F)cc(C(F)(F)F)nc3n2)cc1 | -20 | 14 | 12
CC1=C(C(=O)Nc2ccccc2)C(c2cccnc2)n2nc(-c3cccnc3)nc2N1 (centres undefined) | 6 | 7 | 5
O=S(c1ccc2ccccc2c1)c1cnns1 (centres undefined) | -8 | -3 | 124*
CC(C)NC(=O)Cn1nc(C(F)(F)F)c2c1CCC2 | 6 | 0 | -7
CCCCn1c(=N)n(CC(=O)C(C)(C)C)c2ccccc21 | 3 | 7 | -2
CCOC(=O)c1ccc(Nc2nnc3nc(C)cc(C)n23)cc1 | 0 | -1 | -9
OCc1ccnc2c(O)cccc12 | 13 | -11 | -20
Cc1ccc(N(C(=O)Cn2nnc(-c3cccs3)n2)C(C(=O)NC2CCCC2)c2ccncc2)cc1 (centres undefined) | 6 | 1 | 16
CC(C)(C)c1nc2sc3c(c2c(=O)o1)CCCC3 | 6 | -4 | -1
CCOc1ccc(OCc2ccc(C(=O)N3CCOCC3)cc2)cc1 | -4 | -2 | 0
Cc1ccc(CN2CC(C(=O)Nc3cc(S(C)(=O)=O)ccc3Cl)CC2=O)cc1 (centres undefined) | -15 | 1 | 2
O=C(NC(=O)N1CCN(c2ccc(F)cc2)CC1)c1ccccc1 | -3 | 7 | -9
c1cncc(-c2nnc(-c3cccnc3)nn2)c1 | -10 | 1 | 0
CCCCNc1c2c3c(cccc3n(C)c1=O)C(=O)c1ccccc1-2 | -5 | 12 | -72

Compound activity deposited in PubChem BioAssay by Broad Institute.

An excerpt; count on the stated rates, not on these rows.
